# Compound activity as filed in PubChem.
# uPA surface inh: qHTS for Inhibitors of Cell Surface uPA Generation. cell surface uPA generation assay, qHTS. Potency, µM (doses to about 38.3 µM), inactives show at the highest dose activity change, negative = inhibition, hits mostly inhibitors. actives 0.31% (n = 330,000). AID 540303, 2011; active = well fitted inhibition curve with a large enough effect; inconclusive = small, poorly fitted or top-dose-only effect; inactive = no such curve, though single readings can be large or run the other way; tested in mouse RAW 264.7 cells; note: potency is the fitted concentration of half-maximal effect; nearly all actives have a fitted effect of over 55% in size
# hERG WT inh: qHTS for Inhibitors of KCHN2 3.1: Wildtype qHTS; Voltage-gated inwardly rectifying potassium channel KCNH2 (Homo sapiens), Q12809; U2OS, BacMam KCNH2, thallium flux FluxOr; stronger effect = lower value; activity change, % at 1.84 µM; actives 0.37% (n = 340,000); AID 720551, 2013;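 active = maximum activity change below -70%; inconclusive = maximum activity change between -70% and -50%; inactive = maximum activity change above -50%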
# Target sequence (Q12809 whole entry, looked up): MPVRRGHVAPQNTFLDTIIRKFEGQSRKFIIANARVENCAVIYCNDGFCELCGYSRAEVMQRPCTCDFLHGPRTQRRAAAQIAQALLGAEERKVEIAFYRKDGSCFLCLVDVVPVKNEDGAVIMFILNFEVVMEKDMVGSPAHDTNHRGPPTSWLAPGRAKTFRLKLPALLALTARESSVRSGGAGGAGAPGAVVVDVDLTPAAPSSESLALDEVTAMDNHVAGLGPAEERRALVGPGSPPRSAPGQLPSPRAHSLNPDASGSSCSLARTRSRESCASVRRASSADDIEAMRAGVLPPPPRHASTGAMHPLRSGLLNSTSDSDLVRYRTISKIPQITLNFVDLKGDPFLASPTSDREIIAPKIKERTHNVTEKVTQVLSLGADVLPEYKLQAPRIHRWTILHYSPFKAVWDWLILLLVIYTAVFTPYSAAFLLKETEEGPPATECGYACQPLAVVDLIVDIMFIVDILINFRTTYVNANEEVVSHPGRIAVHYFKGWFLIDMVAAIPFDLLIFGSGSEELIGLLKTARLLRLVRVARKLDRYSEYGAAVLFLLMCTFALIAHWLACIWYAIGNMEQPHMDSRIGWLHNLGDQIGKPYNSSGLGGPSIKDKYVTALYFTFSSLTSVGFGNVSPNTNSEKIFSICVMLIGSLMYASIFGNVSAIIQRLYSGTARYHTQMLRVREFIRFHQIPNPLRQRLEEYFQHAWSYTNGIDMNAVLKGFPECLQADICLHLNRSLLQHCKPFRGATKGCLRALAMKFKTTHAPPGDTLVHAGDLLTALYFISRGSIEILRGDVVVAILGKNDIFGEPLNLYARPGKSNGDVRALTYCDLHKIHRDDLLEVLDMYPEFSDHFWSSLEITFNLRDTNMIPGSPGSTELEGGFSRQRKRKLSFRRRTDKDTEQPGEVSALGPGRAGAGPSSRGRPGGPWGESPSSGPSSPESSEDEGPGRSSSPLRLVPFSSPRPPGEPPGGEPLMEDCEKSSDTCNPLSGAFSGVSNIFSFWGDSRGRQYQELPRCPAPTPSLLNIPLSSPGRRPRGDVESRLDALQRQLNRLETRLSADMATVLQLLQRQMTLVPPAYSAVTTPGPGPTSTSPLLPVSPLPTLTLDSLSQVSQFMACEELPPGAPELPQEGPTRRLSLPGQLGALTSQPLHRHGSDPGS
#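 U2OS cells transduced with wild-type KCNH2 virus are loaded with FluxOr dye for 45 min, and thallium flux is measured in kinetic reads before and after stimulation buffer. Rate constants are normalized to DMSO controls.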
# KCNH2 3.1 inh: qHTS for Inhibitors of KCHN2 3.1: Mutant qHTS; actives 0.95% (n = 340,000); Potassium voltage-gated channel subfamily H member 2, brain isoform KCNH2 3.1 (human); U2OS KCNH2 3.1, thallium flux FluxOr; stronger effect = lower value; activity change, % (tested at about 1.8 µM);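 active = maximum activity change below -70%; inconclusive = maximum activity change from -70% to -50%; inactive = maximum activity change above -50%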;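 note: thallium influx rate constant from kinetic fluorescence after stimulation buffer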
#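 Kinetic fluorescence (2 min after stimulation buffer) measures Tl+ influx through KCNH2 3.1 expressed by viral transduction in U2OS cells; the rate constant is normalized against DMSO controls serving as positive and negative references.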
# Giardia kill: Small Molecules that selectively kill Giardia lamblia: qHTS; Giardia lamblia trophozoite viability; activity change, % at 7.66 µM, hits read low; actives 0.15% (n = 340,000); in the data active = activity change below about -80%; inconclusive = between about -30% and that limit;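 note: parasites exposed to compound for two days anaerobically before the ATP read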
#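 Anaerobic 48 hrs incubation at 37 deg C of 100 trophozoites/well with test compounds; ATPLite 1-Step luminescence, 15-30 min RT, reports cellular ATP as viability.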
# * = called active by the depositor; ? = inconclusive; & = joins results of further samples. % is set by controls: 0 for no effect and ±100 for the full control effect. Some of the compounds tested; rates above refer to the full screens.
item | SMILES | uPA surface inh | hERG WT inh | Giardia kill | KCNH2 3.1 inh
1 | CC1=NN(C)C(=O)C1Cc1c(F)cccc1Cl (centres undefined) | 1% | -9 | -10 | 0
2 | O=C1NC(c2ccccc2)C(c2ccccc2)N1 (centres undefined) | 3% | -1 | -5 | 9
3 | O=C(c1ccccc1)N1CCC(=O)N(C(CO)Cc2ccccc2)CC1 (centres undefined) | 5% | 0 | -4 | -2
4 | CCOC(=O)c1cn(C2CC2)c2c(F)c(NCCCN(C)C)c(F)cc2c1=O | -1% | -6 | 17 | 0
5 | c1ccc(COc2ncnc3c2ncn3CCCN2CCN(c3ccccn3)CC2)cc1 | 2% | 1 | -2 | 0
6 | CC(=O)NC(c1cccc([N+](=O)[O-])c1)c1c(OC(C)=O)ccc2ccccc12 (centres undefined) | 2% | -4 | 2 | -9
7 | Cc1cc(C)c2c3c(cn2n1)c(=O)n(C)c(=O)n3C | 1% | 3 | 9 | 2
8 | F[B-](F)(F)c1cncc2ccccc12 | -26% | -4 | -7 | -2
9 | COC(=O)C=CC(=NNc1ccccc1)c1ccccc1 | -2% | -3 | -8 | -25
10 | COc1cc(OC)c2c(-c3ccccc3)cc(C3CCCCC3)nc2c1 | 10% | 9 | 5 | -21
11 | CC(=O)Nc1ccc(C=NNC(=O)CCCC(=O)NN=Cc2ccc(NC(C)=O)cc2)cc1 | 0% | -43 | -1 | -10
12 | O=C(O)c1ccc(/C=N\Nc2ccccn2)cc1 | -2% | -3 | -19 | 2
13 | O=[N+]([O-])c1cccc(N=Cc2ccccc2)c1 | 0% | -2 | -2 | 6
14 | COc1ccc(-c2c(C3=CCCCC3)oc3ccc(-c4ccc5c(c4)OCO5)cc23)cn1 | 3% | 4 | -4 | -28
15 | CC(=O)Nc1ccc2c(c1)Cc1ccc(Cl)cc1-2 | -4% | -3 | 3 | -15
16 | CCN(N=O)c1ccc(C=C2C=Cc3ccccc32)cc1 | 7% | 22 | 2 | 4
17 | CN(C)c1ccc2c(c1)C(=NO)c1ccccc1-2 | -7% | -4 | 1 | -1
18 | O=C(CCC(=O)c1ccccc1)Nc1ccccc1 | 8% | 7 | -13 | 8
19 | COc1ccc(S(=O)(=O)N2CCOCC2)cc1NC(=O)C1CCCCN1S(=O)(=O)c1ccccc1 (centres undefined) | -6% | -8 | 27 | 10
20 | CCN1C[C@@H]2[C@@H]3C(=O)N(C)C(=O)[C@@H]3[C@](CC)(C1=O)N2C(=O)c1ccc(F)cc1 | 6% | -4 | 18 | -7
21 | O=c1cc(NC2CCCCC2)[nH]c(=O)[nH]1 | 6% | 5 | 11 | -4
22 | CC1=CC(c2ccccc2)n2nc(N)nc2N1 (centres undefined) | -1% | 1 | -5 | 4
23 | c1ccc(-c2nnc3nc(N4CCCCC4)nc(N4CCCCC4)n23)cc1 | 6% | 7 | -26 | 6
24 | O=C1NCCN(CC2CCN(CC3CCCC3)CC2)C1=O | 10% | -17 | 7 | -22

# 4 compounds out of the list, sorted by number of heavy atoms, high to low:
item | SMILES | uPA surface inh | hERG WT inh | Giardia kill | KCNH2 3.1 inh
23 | c1ccc(-c2nnc3nc(N4CCCCC4)nc(N4CCCCC4)n23)cc1 | 6% | 7 | -26 | 6
24 | O=C1NCCN(CC2CCN(CC3CCCC3)CC2)C1=O | 10% | -17 | 7 | -22
22 | CC1=CC(c2ccccc2)n2nc(N)nc2N1 (centres undefined) | -1% | 1 | -5 | 4
21 | O=c1cc(NC2CCCCC2)[nH]c(=O)[nH]1 | 6% | 5 | 11 | -4

# New compounds follow:
item | SMILES | uPA surface inh | hERG WT inh | Giardia kill | KCNH2 3.1 inh
25 | O=c1c2ccccc2sn1-c1ccc(S(=O)(=O)N2CCCCC2)cc1 | 6% | -7 | -1&2&2 | -13
26 | CC(=O)C(C(c1ccccc1)N1CCOCC1)N1CCOCC1 (centres undefined) | 2% | 1 | -1 | -25
27 | Nc1ccc(N=Nc2ccccc2)cc1[N+](=O)[O-] | 3% | 1 | -12 | 3
28 | CCOC(=O)c1cc([N+](=O)[O-])cc([N+](=O)[O-])c1Sc1ncnc2nc[nH]c12 | -9% | 1 | -9 | -1
29 | CCC(C(=O)NC1CCCCCC1)c1ccccc1 (centres undefined) | -13% | -2 | 9 | 6
30 | CCOc1cc(C(=S)N2CCN(C)CC2)ccc1OCC(=O)N1CCCC1 | 0% | 6 | 2 | 11
31 | CCCCC(=O)Nc1ccc(N2CCCC2)cc1 | 14% | -5 | 13 | 5
32 | COc1ccc(S(=O)(=O)N2CCN(Cc3ccccc3[N+](=O)[O-])CC2)cc1 | 1% | 9 | -9 | -29
33 | S=C1NCCC12C(=S)Nc1ccccc12 (centres undefined) | 8% | 0 | -29 | -1
34 | CCOc1ccc(C2OCCC(C)O2)cc1OC (centres undefined) | 4% | -1 | 11 | 23
35 | O=c1c2ccccc2oc2cc(Br)ccc12 | -5% | -3 | -19 | -27
36 | COc1ccc(CN2CCC3CC2c2cc(Cl)ccc23)cc1 (centres undefined) | -4% | -46 | -16 | ?
37 | Cc1cc(=O)[nH]c(NN=Cc2cc(Br)ccc2O)n1 | -12% | 9 | -2 | -15
38 | CCOC(=O)C1=NN(c2ccccc2)C2=NC(C)=C(C(=O)OC)C(c3cccs3)N12 (centres undefined) | 0% | 3 | -24 | -16
39 | CON(C)S(=O)(=O)c1cccc(C(=O)Nc2cccc(S(=O)(=O)NC3=NCCCCC3)c2)c1 | -4% | 5 | 10 | -5
40 | O=C1NC(=O)C2(CCCCCC2)N1 | 4% | -3 | 11 | -4
41 | Cc1cccc2c(=O)c(C(=O)NCc3cccs3)c[nH]c12 | -9% | -5 | -16 | -1
42 | COc1ccc(/C=C2\CCCCC2=O)cc1 | -1% | -9 | -5 | -6
43 | O=S(=O)(NCC1CCCO1)c1ccc(S(=O)(=O)N(Cc2ccccc2F)C2CCCCC2)cc1 (centres undefined) | -8% | -19 | -3 | -27
44 | Cc1c(Cl)cccc1-n1cnc(=O)c2ccccc21 | -19% | 1 | 12 | 2
45 | COCCCN(C(=O)CSCC(=O)Nc1ccc(C)cc1)c1c(N)n(Cc2ccccc2)c(=O)[nH]c1=O | 15% | 2 | 10 | 4
46 | O=C1C(c2ccccc2)C2C=CC(C2)N1O (centres undefined) | -3% | 0 | 10 | -1
47 | NC(=O)c1cc(Sc2ccccc2)nc2ccccc12 | 0% | -2 | -20 | 29
48 | COc1ccc(CN(C)CCCn2cnc3c(OCc4ccccc4)ncnc32)cc1 | -3% | 5 | -13 | 16

# Record cards, as listed above. Order of values: uPA surface inh, hERG WT inh, Giardia kill, KCNH2 3.1 inh
# `O=c1c2ccccc2oc2cc(Br)ccc12` as listed: -5%, -3, -19, -27
# `CCCCC(=O)Nc1ccc(N2CCCC2)cc1` as listed: 14%, -5, 13, 5
# `CON(C)S(=O)(=O)c1cccc(C(=O)Nc2cccc(S(=O)(=O)NC3=NCCCCC3)c2)c1` as listed: -4%, 5, 10, -5
# `S=C1NCCC12C(=S)Nc1ccccc12` (centres undefined) as listed: 8%, 0, -29, -1
# `Cc1cc(=O)[nH]c(NN=Cc2cc(Br)ccc2O)n1` as listed: -12%, 9, -2, -15

# More records
item | SMILES | uPA surface inh | hERG WT inh | Giardia kill | KCNH2 3.1 inh
49 | COc1ccc(CCn2c(=N)c(C(=O)NCc3ccco3)cc3c(=O)n4ccccc4nc32)cc1OC | -25% | -16 | -4 | -30
50 | CCCCN1C(N)=NC[C@@H]1c1ccccc1 | 8% | -12 | -6 | 23
51 | CC(C)[C@H](NC(=O)OCc1ccccc1)C(=O)OCC(=O)N1C(C)CCCC1C (some centres undefined) | 0% | -1 | -12 | 1
52 | COc1ccc(C2CCCCCN2C(=O)C2CCN(S(=O)(=O)c3cccc(C(C)=O)c3)CC2)cc1 (centres undefined) | -9% | 13 | -11 | -8
53 | O=C(CNC(=O)OCc1ccccc1)NC1(C(=O)O)CCCC1 | -4% | 21 | -8 | 15
54 | Cc1ccc(CC2(c3ccccc3)NC(=O)NC2=O)cc1 (centres undefined) | -2% | -2 | 11 | 8
55 | Cn1c(COc2ccccc2)nnc1SCC(=O)Nc1nnc(C2CC2)s1 | 9% | -2 | 4 | 15
56 | CCC(C)N1CCN(C(=O)c2cccs2)CC1 (centres undefined) | 5% | -4 | 1 | 1
57 | OCCCn1c(C2CCCN2c2nc(-c3ccc(Cl)cc3)cs2)nc2cc(Cl)c(N3CCCCC3)cc21 (centres undefined) | 3% | 0 | 12 | 15
58 | O=C(Nc1ccc(Nc2ccccc2)cc1)c1ccccc1 | -5% | 2 | 20 | -11
59 | NC1(C(=O)O)CCCCC1c1ccccc1 (centres undefined) | -1% | -10 | -19 | 2
60 | CN(Cc1ccccc1)C(=O)c1cccc(NC(=O)Cc2cccc(NC(=O)C3CCN(C(=O)C4CC4)CC3)c2)c1 | 4% | -4 | -12 | -8
61 | O=C(C=Cc1cccc(Cl)c1)c1ccccc1 | -11% | 8 | -6 | 4
62 | CN(C)CCNC(=O)c1cccc2ccc(-c3ccc(-c4ccccc4)cc3)nc12 | -12% | 15 | -20 | -19
63 | Cc1onc(-c2c(Cl)cccc2Cl)c1C(=O)N1C(C)CCCC1C (centres undefined) | 8% | 4 | -2 | -30
64 | COc1cccc2c(=O)c3c([nH]c12)OC(C)(C)C3 | 3% | -1 | -9 | 0
65 | CC(=O)OC1CC2(C)C(C(C)=O)CCC2C2CCC3=CC(=O)CCC3(C)C12 (centres undefined) | 5% | 0 | 15 | -16
66 | CCCCn1c(N)c(N(CCOC)C(=O)CCCn2c(=O)oc3ccccc32)c(=O)[nH]c1=O | -2% | -2 | -13 | 50
67 | NS(=O)(=O)c1ccc(CNC(=S)Nc2cc(S(=O)(=O)N3CCOCC3)ccc2Cl)cc1 | -8% | -8 | -2 | -18
68 | CCCCOc1ccc(S(=O)(=O)N2CCN(C)CC2)cc1 | -14% | 7 | -15 | 9
69 | CCOCCn1c(=O)c2c(nc3n2CCN3c2ccc(C)cc2)n(C)c1=O | 5% | -1 | -6 | -11
70 | O=C(Cc1ccccc1)NC(CSSCC(NC(=O)Cc1ccccc1)C(=O)O)C(=O)O (centres undefined) | 0% | 3 | -1 | 8
71 | Cc1ccc(NC2CNC(=O)NC2=O)cc1C (centres undefined) | -1% | 0 | 10 | 1
72 | Cc1csc(N2CCCC2c2nc3cc(Cl)c(N4CCCCC4)cc3n2CCCO)n1 (centres undefined) | -5% | -11 | -7 | 8
73 | COc1cc(C(=O)c2ccc3c(c2)OCO3)cc(OC)c1OC | -16% | -2 | -6 | 35
74 | Cn1c(=O)c2c(nc(N3CCN(Cc4ccccc4)CC3)n2CC(=O)c2ccccc2)n(C)c1=O | 1% | 26 | -10 | 13
75 | O=C1NC(=O)C2(N1)c1ccccc1-c1ccccc12 | 3% | 1 | 16 | -5
76 | N#Cc1cn(Cc2ccco2)c(=O)[nH]c1=O | -2% | 10 | 11 | -12
77 | CNc1cc(=O)n(C)c(=O)n1-c1ccccc1 | 7% | 1 | -2 | -6
78 | C[C@H](NS(=O)(=O)c1ccc(Cl)cc1)C(=O)OCC(=O)Nc1cc(S(=O)(=O)N2CCOCC2)ccc1Cl | -1% | 9 | -3 | -6
79 | CC(=O)Nc1ccc2c(c1)[nH]c(=O)c1ccccc12 | -11% | 37 | 8 | 1
80 | Cc1cccc(CN2CCN(c3ccccn3)CC2)c1 | 2% | -13 | 5 | -11
81 | O=S(=O)(NCC(c1cccnc1)N1CCN(c2ccc(F)cc2)CC1)c1ccccc1 (centres undefined) | 1% | 1 | -3 | 0
82 | O=C(CN1CCN(S(=O)(=O)c2ccc3c(c2)OCCO3)CC1)Nc1ccccc1Br | -1% | -4 | 6 | -1
83 | CC(=O)Nc1cccc2c1Cc1cc([N+](=O)[O-])ccc1-2 | -5% | -1 | 1 | 1
84 | Cc1ccc(OCC(COCc2ccccc2)NC(C)C)cc1 (centres undefined) | -1% | 16 | 17 | -15
85 | COc1ccc(Cn2c(=O)[nH]c3cc(C(=O)NCc4ccc5c(c4)OCO5)ccc3c2=O)cc1 | 1% | 0 | -19 | 13
86 | COc1ccccc1/C=C/c1nc2ccccc2c(=O)o1 | ? | 6 | -14 | -6
87 | Cc1ccccc1C1CC(=O)c2ccccc2C1C (centres undefined) | -4% | -3 | 2 | 11
88 | COc1ccc(O)c(C(=O)CC(=O)c2cccnc2)c1 | -4% | -4 | 1 | -5
89 | C=C1CCN([C@@H](CC(C)C)C(=O)NCCCc2ccccc2)S(=O)(=O)c2ccccc21 | -23% | -11 | 6 | -15
